CaV13 FRET inh: Primary screen for inhibitors of IQ motif and Ca2+-dependent inactivation inhibitor domain binding in CACNA1D, Förster resonance energy transfer in living cells, … | HEK cells, CFP/YFP FRET ICDI-IQ, plate reader, 10 min; percent FRET-ratio fall versus neutral wells | inhibition, % at 12.3 µM | 340,000 compounds, 0.098% hits;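 active = mean replicate inhibition of at least 30% and at least 1% of replicates passing that level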;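 also: 0% = median of the neutral control wells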
HIF-2a block: HIF-2a reporter inhibitors, primary screen, luminescence, 786-0 RCC cells | AID 624352, 2012 | 786-0 RCC cells HIF-2a reporter, luciferase luminescence, overnight | 360,000 compounds, 0.72% hits | inhibition, % at 18.8 µM;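 active = inhibition of the luminescence signal of 40% or more relative to plate controls, in a single-dose primary screen at 18.75 µM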
HTR2A ag: mouse Htr2a agonists via beta-arrestin recruitment, primary screen, cell-based, luminescence; 5-hydroxytryptamine receptor 2A (Mus musculus), P35363; activation, % at 7.6 µM; 360,000 compounds, 0.66% hits; CHO-K1 mHTR2A beta-arrestin complementation; percent of 30 µM serotonin response;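 active = activation above a run cutoff, the mean activation of all tested compounds plus 3 SD, cut at about 14% in these data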;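 also: 0% = plate median of compound wells and 100% = 30 µM serotonin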
Target sequence (P35363 whole entry, looked up): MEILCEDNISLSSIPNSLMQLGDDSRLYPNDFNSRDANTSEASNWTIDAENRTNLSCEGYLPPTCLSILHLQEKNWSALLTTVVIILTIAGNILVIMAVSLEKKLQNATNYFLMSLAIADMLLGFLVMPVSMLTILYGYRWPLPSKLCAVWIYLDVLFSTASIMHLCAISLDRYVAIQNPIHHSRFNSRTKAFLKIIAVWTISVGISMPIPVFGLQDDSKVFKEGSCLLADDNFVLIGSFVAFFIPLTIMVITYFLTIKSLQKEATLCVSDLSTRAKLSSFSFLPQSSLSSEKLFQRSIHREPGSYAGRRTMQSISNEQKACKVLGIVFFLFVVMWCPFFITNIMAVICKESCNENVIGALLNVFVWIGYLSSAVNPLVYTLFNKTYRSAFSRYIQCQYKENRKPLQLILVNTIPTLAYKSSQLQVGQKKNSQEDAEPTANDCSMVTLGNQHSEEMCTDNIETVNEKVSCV
Peg3 prom inh: Peg3 promoter-driven luciferase inhibitors, primary screen, cell-based, HeLa, luciferase luminescence; HeLa PEG-Prom luciferase reporter, overnight; inhibition, % at 20 µM; 360,000 compounds, 1.7% hits;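 active = inhibition of at least 50% at 20 µM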
NR2E3 ag-1: inhibitors of NR2E3-RetCOR corepressor binding, primary screen, NR2E3 agonist project, biochemical, TR-FRET, GST-NR2E3, biotin-RetCOR; Photoreceptor-specific nuclear receptor (Homo sapiens), Q9Y5X4; 1536-well; inhibition of corepressor binding, % at 4.78 µM; 320,000 compounds, 0.12% hits; AID 2300, 2010;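 active = percent inhibition above the cutoff of mean plus 3 SD of all tested compounds, set per screening campaign, cut at about 20% in these data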;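 also: 0% = DMSO wells and 100% = biotin wells as full block of FRET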
Target sequence (Q9Y5X4 whole entry, looked up): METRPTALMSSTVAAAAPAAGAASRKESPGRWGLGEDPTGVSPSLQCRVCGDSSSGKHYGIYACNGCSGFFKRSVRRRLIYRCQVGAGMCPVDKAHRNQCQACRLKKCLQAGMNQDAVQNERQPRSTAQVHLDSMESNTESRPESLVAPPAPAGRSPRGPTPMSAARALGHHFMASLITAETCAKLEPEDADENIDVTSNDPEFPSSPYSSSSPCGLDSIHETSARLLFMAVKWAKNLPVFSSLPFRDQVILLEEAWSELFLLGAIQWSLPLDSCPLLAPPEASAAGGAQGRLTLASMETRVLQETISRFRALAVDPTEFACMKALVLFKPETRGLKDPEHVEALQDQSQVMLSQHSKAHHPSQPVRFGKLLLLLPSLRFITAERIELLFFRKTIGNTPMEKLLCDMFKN
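Test system – NR2E3–RetCOR corepressor complex · Quantity – NR2E3 fusion 1.35 nM · Buffer or medium – Tris pH 7.5 · Incubation – Compound–protein incubation for 5 h at 4 °C · Technique – TR-FRET, Eu(K)-anti-GST donor, streptavidin-D2 acceptor, ex 340, em 617/671 nm · Evaluation – percent inhibition of 671/617 nm emission ratio versus biotin and DMSO controls · Plate – 1536-well format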
Shn3 3UTR inh: reduction of Shn3 3'UTR firefly luciferase signal, primary screen, Schnurri-3 inhibitor project, cell-based, Clone20 osteoblasts, set 2; Clone20 osteoblast Shn3 3'UTR firefly luciferase, 24 h; inhibition, % at 12.5 µM; 360,000 compounds, 0.52% hits; AID 588674, 2011;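 active = mean inhibition of at least 75% with every replicate also reaching 75%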;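 also: 0% = median of neutral control wells and 100% = pilot-screen positive control compound; some compounds past the cut are filed as inactive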
H9c2 protect: cardioprotection against H2O2-induced cell death, primary screen, uHTS, H9c2 cells, ATPLite luminescence; H9c2 cardiomyocytes, H2O2 injury protection, 2 h; protection from H2O2 cell death, % at 20 µM; 360,000 compounds, 0.63% hits; AID 588492, 2011;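 active = compounds giving at least 50% protection of heart cells from peroxide-induced death in the single-dose screen, raw or plate-pattern-corrected value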;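 also: 0% = DMSO wells with peroxide and 100% = DMSO wells without peroxide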
NR2E3 ag-2: NR2E3 agonists in two-hybrid cells, primary screen, cell-based, luminescence, CHO-S, Gal4-NCOR/VP16-NR2E3; 360,000 compounds, 0.35% hits; luciferase; inhibition of corepressor binding, % at 3.98 µM; Photoreceptor-specific nuclear receptor (Homo sapiens), Q9Y5X4; AID 602229, 2012;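 active = inhibition above the mean of all tested compounds plus 3 SD, cut at about 70% in these data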;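 also: 0% = DMSO with NR2E3 transfected cells and 100% = cells lacking NR2E3 construct; higher means lower luciferase signal from less NR2E3 corepressor binding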
iPSC survival up: enhancers of single-cell hiPSC survival, primary screen, ATPlite luminescence | 100% = ROCK inhibitor wells, 0% = DMSO | survival enhancement, % at 20 µM | 360,000 compounds, 0.044% hits; in the data active = survival enhancement above about 18%;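 also: cells exposed to compounds for 16 hours before the ATP read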
PDI turbidity: inhibitors of human PDI, primary screen, biochemical, turbidity, single point, plate reader; PDI insulin aggregation turbidity, A650, 90 min; 350,000 compounds, 0.052% hits; Protein disulfide-isomerase (Homo sapiens), P07237; inhibition, % at 10 µM;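 active = mean inhibition across replicates of 30% or more, whatever share of single replicates reach that level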;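 also: absorbance from insulin aggregation driven by PDI reduction with DTT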
MITF TRPM1 inh: inhibitors of MITF-dependent TRPM1 promoter reporter, primary screen, cell-based, SK-MEL-5, single point, luciferase; 330,000 compounds, 0.83% hits; SK-MEL-5 TRPM1 promoter luciferase, 24 h; inhibition, % at 12.5 µM; AID 488899, 2010;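 active = mean inhibition across replicates of 60% or more, whatever share of single replicates reaches that level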; also: values of inactives mirror those of a sister screen read the other way
Starred values were filed as active, the others as inactive; / = not tested or not shown.

Values run as follows: CaV13 FRET inh	HIF-2a block	HTR2A ag	Peg3 prom inh	NR2E3 ag-1	Shn3 3UTR inh	H9c2 protect	NR2E3 ag-2	iPSC survival up	PDI turbidity	MITF TRPM1 inh
- S=C(NCCN1CCOCC1)C(=S)NCCN1CCOCC1
    -6	15	7	-2	/	-4	-2	-21	0.1	1	-15
- NC(=O)C1CCN(C(=O)NC(=O)c2ccccc2)CC1
    -6	15	8	7	-2	10	3	-12	-0.4	28	-11
- COc1ccccc1NC(=O)c1ccc(-n2ccnc2)c([N+](=O)[O-])c1
    -20	-18	0	4	-2	4	-1	-3	-0.6	4	1
- CC1CC(C)CN(C(=O)c2cc3c(s2)CCC3)C1 (stereo not given)
    /	-68	3	-44	2	-7	2	-15	1.2	12	-13
- CC1CCN(S(=O)(=O)c2cc(C(=O)NC3(C)CCS(=O)(=O)C3)ccc2Br)CC1 (stereo not given)
    -5	18	5	23	-1	14	2	-9	0.3	-4	16
- CCN(CC)c1ccc(C=C2C(=O)OC3(CCCCC3)OC2=O)cc1
    4	-2	-1	1	5	2	3	-8	1.7	-7	-2
- O=C(CNC(=O)c1cccc(-n2cnnn2)c1)Nc1ccc(F)c(F)c1
    -5	-5	-10	12	4	-18	11	-16	1.4	-12	-7
- Cc1nc2ccccc2c2oc(C(=O)N3CCN(C(=O)c4ccco4)CC3)cc12
    -11	7	3	9	-2	1	26	-17	-0.5	/	-1
- O=c1[nH]c2ccc(NC(=S)NC3CCCCC3)cc2[nH]1
    -2	5	-1	-6	2	11	3	-1	-1.5	10	2
- C#CCOCCOCCOCCNc1nc(N2CCN(C(=O)CCCCCCCCCCNC(=O)[C@@H](CCSC)n3cc(CCO)nn3)CC2)nc(N2CCN(C(=O)CCCCCCCCCCNC(=O)[C@H](CCC(=O)O)n3cc(CCCCCN)nn3)CC2)n1
    /	-2	-5	-10	4	2	2	-24	-1.7	-6	-12
- COc1nccc(NCc2ccccc2)c1C#N
    -14	13	8	-9	3	-18	-2	-11	0.7	4	/
- O=C(O)c1cc(-c2ccccc2)n[nH]1
    -9	-194	-2	-56	5	-6	0	-13	5.6	5	-1
- COCCN1C(=O)c2ccc(C(=O)NCc3cccnc3)cc2C1=O
    -8	10	0	12	1	3	5	-19	-1.4	-2	10
- COC(=O)c1ccn(-c2nc(-c3ccco3)cc(C(F)(F)F)n2)n1
    -5	-2	-6	0	-4	2	12	-12	-3.0	1	0
- O=C(C1CCN(CCCc2ccccc2)CC1)N1CCCCC1
    /	11	20*	0	1	-7	8	-1	2.4	-2	8
- COc1ncnc2c1oc1ccccc12
    -3	-246	-6	-254	0	-144	-1	-68	0.4	1	-17
- Cc1cc(N2CCN(C(=O)Nc3ccc(F)cc3F)CC2)c2ccccc2n1
    /	17	-2	9	0	24	0	2	0.8	2	-4
- CCOC(=O)c1ccc(NCCc2ccc(OC)c(OC)c2)c(N)c1
    -3	-8	1	-8	1	16	-6	-19	1.2	7	0
- CCOc1ccc(-c2cc(C(=O)N3CCCC3)c3ccccc3n2)cc1
    /	-200	15*	-202	1	-78	-22	-68	-0.3	0	-67
- COc1ccc(OCCCn2cccc2/C=C2/C(=N)N3OC(C)=CC3=NC2=O)cc1
    6	-64	2	-59	0	-4	-7	-59	-2.5	-11	-2
- O=CN(Cc1ccco1)C1(C(=O)NC2CCCCC2)CCCCC1
    -6	16	-3	13	-1	8	3	-7	1.8	3	-6
- O=c1[nH]c(-[n+]2ccc3ccccc3c2)c(/C=N/N=C(\[O-])c2ccccc2)s1
    -5	-17	-1	-44	0	-17	2	-34	0.7	2	-17
- Cn1c(SCC(=O)N/N=C/C=C\c2ccccc2[N+](=O)[O-])nc2ccccc21
    1	20	3	18	-2	-3	6	-11	-2.7	16	17
- O=C(/C=C/c1c(Cl)cccc1Cl)n1cccn1
    -4	7	0	6	1	8	11	-12	-1.3	-8	10
- CC1CCN(c2cc(N3CCC(C)CC3)c([N+](=O)[O-])cc2/C=C(\C#N)c2nn(-c3ccccc3)c(N)c2C#N)CC1
    -2	3	-1	9	3	29	-18	2	-2.8	-9	5
- COc1ccc(/C=N/OCC(=O)Nn2c(C)nc3ccccc3c2=O)cc1
    -5	15	-2	-2	4	-7	2	-24	-0.5	-8	-2
- CC(=O)NC1(C(F)(F)F)NC(=O)N(CC(C)C)C1=O (stereo not given)
    -5	14	3	12	-5	/	2	-24	0.8	0	9
- COc1ccc(NC(=S)N2CCN(S(=O)(=O)c3ccc(OC)cc3)CC2)cc1
    -5	9	-11	-3	/	2	-4	29	-0.3	4	-5
- CC(C)OC(=O)c1c(NC(=O)CCn2nnc3ccccc32)sc2c1CCCC2
    -4	5	4	18	4	25	-9	-33	5.4	6	-11
- CCn1c2ccccc2c2cc(NC(=O)c3ccc(C)c([N+](=O)[O-])c3)ccc21
    -5	-22	2	-24	-3	24	-8	6	0.0	4	-24
- COc1cnc(-c2ccccn2)nc1Oc1ccc(Cl)c2ccccc12
    -6	26	-6	-178	0	-18	42	64	0.5	-1	38
- CC(C)c1ccc(Oc2cccc3c2S(=O)(=O)N(C2CCCC2)CC(COCc2ccccc2)O3)cc1 (stereo not given)
    -4	1	1	4	/	86*	-27	-12	2.2	8	12
- Nc1c(C(=O)N/N=C/c2cccnc2)oc2nc(-c3ccco3)cc(-c3ccco3)c12
    -83	13	3	21	-1	7	77*	5	0.3	-1	/
- Cc1ccc(-c2csc3nc[nH]c(=O)c23)c(C)c1
    -5	8	1	18	3	-4	-7	-8	2.9	11	-4
- CNc1ccc(S(=O)(=O)NC)cc1[N+](=O)[O-]
    -2	12	4	-3	6	-5	6	-9	2.9	3	3
- C=C1CC2(CC(c3ccccc3)OC(c3ccccc3)C2)OC1=O (stereo not given)
    -6	87*	-8	96*	/	97*	-16	30	-3.9	2	107*
- O=C(CS(=O)(=O)c1ccc(Br)cc1)N1CCOCC1
    /	0	1	1	14	-9	0	-27	-0.6	-6	-10
- COc1ccc(C(=O)NCC(=O)OCC(=O)NC(=O)NC2CCCCC2)cc1OC
    /	16	-2	8	-1	0	2	-16	0.0	1	-9
- CC(C)Cn1c(=O)c2c(c3ccccc31)OC(C)C(=O)N2 (stereo not given)
    -1	-2	-1	-3	/	-14	8	5	-0.7	3	-7
- COC(=O)c1ccc(CN2CCN(CCC(C)C)C(CCO)C2)cc1 (stereo not given)
    -20	21	-6	15	3	-17	-3	-7	3.7	-4	-5
- CC1=CC(C)(C)[N+](C)(C)c2ccccc21
    -7	-4	2	8	0	1	2	-18	-0.6	2	1
- O=C(NC(CC(=O)N1CCN(c2ccc([N+](=O)[O-])cc2)CC1)c1ccccc1)c1ccccc1Cl (stereo not given)
    -5	16	4	14	-1	26	7	-19	0.5	9	2
- CCCCN(CCCNc1ncnc2nc[nH]c12)c1ccccc1
    -7	21	-3	21	2	31	-22	12	-0.6	5	12
- CCN(CC)S(=O)(=O)c1ccc(S(=O)(=O)Nc2cc3c(cc2C(C)=O)OCO3)cc1
    -10	18	-1	21	4	16	-8	3	-2.9	-6	-1
- C=CCNc1nc2cc(-c3ccc(C(=O)N4CCOCC4)cc3)sc2c(=O)n1C
    -10	-17	1	4	/	18	34	-6	-3.1	-12	/
- COc1cccc(CNCCN2CCOCC2)c1OC
    -4	12	5	4	7	-8	7	-6	4.1	-4	3
- CC1CCN(C(=O)COC(=O)c2ccc3ccccc3n2)CC1
    -5	13	-8	0	/	-1	7	13	0.7	-2	/
- COC(=O)[C@H](CC(C)C)NS(=O)(=O)N[C@@H](CC(C)C)C(=O)OC
    -10	11	-2	8	4	-3	-2	-1	0.3	2	-5
- CCn1cc(/C=N/NC(=O)c2ccc3c(c2)OCO3)cn1
    -4	5	2	13	-4	-28	-2	-15	2.2	5	-6
- CC1CC(C)CN(C(=O)CNS(=O)(=O)c2cccs2)C1 (stereo not given)
    -2	-11	-1	-4	-2	5	-1	8	0.1	-5	-12

(list continues)
Values run as follows: CaV13 FRET inh	HIF-2a block	HTR2A ag	Peg3 prom inh	NR2E3 ag-1	Shn3 3UTR inh	H9c2 protect	NR2E3 ag-2	iPSC survival up	PDI turbidity	MITF TRPM1 inh
- CCN(CC(=O)Nc1ccccc1OC)Cc1csc(CC(=O)Nc2ccc(C)cc2)n1
    -18	3	-2	19	/	7	-1	1	-2.0	-7	11
- Cc1cc(N/N=C/c2ccc(N(C)C)cc2)c2ccccc2n1
    -3	-120	9	26	-1	1	0	-37	-0.4	-3	-24
- COc1cc(NC(=S)NCCC(c2ccccc2)c2ccccc2)cc(OC)c1
    -19	24	-2	31	5	-2	-13	-8	-2.4	-7	-7
- C/C(=N/OC(=O)c1ccc(F)cc1)c1ccc(C)cc1
    -5	-50	-2	-94	-2	-2	-26	-9	1.6	0	-4
- COc1ccc(-n2nnnc2SCC(=O)Nc2cccc(C)n2)cc1OC
    -10	11	-3	5	2	-4	0	6	0.0	2	7
- COc1ccccc1Nc1c2c(nc3ccc(N)cc13)CCCC2
    -6	23	-7	-8	-2	11	-11	-16	-0.2	7	-4
- Oc1ccc(C2=NN(c3ccccc3)C(c3ccc(F)cc3)C2)cc1 (stereo not given)
    -5	15	-1	-9	2	-6	-4	-20	0.0	11	3
- CCN(CC)C(=S)NC(=O)c1ccc(OC)c(Br)c1
    -5	10	-1	-8	-1	-7	6	-6	2.3	-5	6
- CN(C)CCCNC(=S)N(CCN(C)C)Cc1cc2cc3c(cc2[nH]c1=O)OCCO3
    -1	-4	2	2	2	6	6	-13	-0.3	6	22
- COc1cc(O)c2c(c1)OC(C)(C)CC2=O
    -4	5	-3	-17	3	6	-2	10	-0.1	3	4
- CCCn1nc2cc(C(=O)N(CC)c3ccc(OC)cc3)ccc2c1OCC
    -5	2	-5	6	3	-2	-1	6	-1.8	-9	-10
- CCCn1c(SC(C)C(=O)NC2CCCC(C)C2C)n[nH]c1=O (stereo not given)
    -5	11	3	14	/	-16	4	33	7.1	-3	/

From PubChem
